RGS7-Gao reg = RGS7-Galphao binding modulators, primary screen, biochemical, multiplexed bead flow cytometry; Guanine nucleotide-binding protein G(o) subunit alpha (Homo sapiens), P09471; actives lie on both sides; binding response (% of control), % at 10 µM; actives 0.35% (n = 220,000); in the data active = binding response below about 49% or above about 150%; inconclusive = no clear call, values can overlap the other calls; inactive = in between;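 also: fluorescent Galphao held in activated GDP-AlF4 state binding bead-coupled RGS7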
Bim-Bcl-XL = inhibitors of Bim-Bcl-XL binding, primary screen, biochemical, multiplexed, bead flow cytometry, human Bcl-XL; Bcl-2-like protein 1 (Homo sapiens), Q07817; Bim peptide-Bcl-XL binding, fluorescence; inhibition, % at 10 µM; actives 0.04% (n = 190,000)
Target sequence (Q07817 whole entry, looked up): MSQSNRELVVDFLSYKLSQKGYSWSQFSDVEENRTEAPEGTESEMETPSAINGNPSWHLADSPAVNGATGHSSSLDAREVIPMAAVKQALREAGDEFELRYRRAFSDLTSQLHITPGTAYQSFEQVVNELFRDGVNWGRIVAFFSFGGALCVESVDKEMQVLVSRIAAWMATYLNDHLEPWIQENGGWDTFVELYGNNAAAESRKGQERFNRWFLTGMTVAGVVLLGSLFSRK
Bim-Bfl-1 = inhibitors of Bim binding to Bfl-1, primary screen, biochemical, multiplexed, bead-based flow cytometry | Bim-Bfl-1 binding inhibition | actives 0.12% (n = 190,000) | inhibition, % at 10 µM | Bcl-2-related protein A1 (Homo sapiens), Q16548;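 also: 0% = wells without compound plus tracer and 100% = blocker peptide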
Bim-Mcl-1 = inhibitors of Bim peptide binding to Mcl-1, primary screen, biochemical, bead-based flow cytometry, multiplex; Induced myeloid leukemia cell differentiation protein Mcl-1 (Homo sapiens), Q07820; Bim peptide-Mcl-1 binding; inhibition, % at 10 µM; actives 0.1% (n = 190,000); AID 1009, 2008;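 also: 0% = no compound tracer wells and 100% = peptide blocker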
Target sequence (Q07820 whole entry, looked up): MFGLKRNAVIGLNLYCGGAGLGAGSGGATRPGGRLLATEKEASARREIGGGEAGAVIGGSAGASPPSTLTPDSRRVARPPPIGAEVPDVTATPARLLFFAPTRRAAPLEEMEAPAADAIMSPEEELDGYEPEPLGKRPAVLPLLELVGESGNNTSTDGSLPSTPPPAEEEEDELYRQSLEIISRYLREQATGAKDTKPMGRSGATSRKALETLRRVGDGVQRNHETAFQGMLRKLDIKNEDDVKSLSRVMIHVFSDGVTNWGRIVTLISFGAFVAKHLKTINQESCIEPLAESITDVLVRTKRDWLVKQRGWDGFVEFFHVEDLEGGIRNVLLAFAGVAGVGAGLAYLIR
Bcl-2 Bim block = inhibitors of Bim-Bcl-2 binding, primary screen, biochemical, multiplexed, human Bcl-2 family; Apoptosis regulator Bcl-2 (Homo sapiens), P10415; Bead-based flow cytometry, Bim peptide-Bcl-2 binding; inhibition, % at 10 µM; actives 0.06% (n = 190,000); AID 950, 2007; in the data active = inhibition above about 40%; inconclusive = no clear call, values can overlap the other calls;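 also: 0% = no compound wells with probe peptide and 100% = reference peptide inhibitor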
ABCG2 block = ABCG2 efflux pump inhibitors, primary screen, multiplex with ABCB1, IgMXP3 cells, flow cytometry; JC-1 efflux; actives 0.1% (n = 190,000); inhibition, % at 6.6 µM; Broad substrate specificity ATP-binding cassette transporter ABCG2 (Homo sapiens), Q9UNQ0;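 active = inhibition above 80%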;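 also: 0% = DMSO and 100% = nicardipine control wells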
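Measure – % inhibition of efflux relative to nicardipine and DMSO · Test system – ABCG2 IgMXP3 and barcoded ABCB1 CCRF-Adr cell mix · Control set – nicardipine as high control, DMSO as low control · Compound – one concentration, 6.6 µM final · Signal – flow cytometry of retained JC-1 fluorescence · Timing – 10 min exposure at 25 °C with rotation, no wash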
ABCB1 block = ABCB1 efflux pump inhibitors, primary screen, cell-based, multiplex, flow cytometry, ABCG2 counter-screen; actives 0.067% (n = 190,000); ATP-dependent translocase ABCB1 (Homo sapiens), P08183; CCRF-Adr cells, JC-1 efflux; inhibition, % at 6.6 µM; in the data active = inhibition above about 40%;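 also: 0% = vehicle and 100% = reference inhibitor; higher value means more JC-1 retained so stronger ABCB1 efflux block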
RGS8-Gao = RGS8-Galphao binding modulators, primary screen, biochemical, multiplexed bead flow cytometry | actives lie on both sides | AID 1423, 2008 | response (percent of control binding), % at 10 µM | Guanine nucleotide-binding protein G(o) subunit alpha (Homo sapiens), P09471 | actives 0.34% (n = 220,000); in the data active = response below about 60% or above about 140%; inactive = in between;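 also: Galphao activated as the GDP aluminium fluoride complex binding bead-coupled RGS8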
RGS4-Gao reg = modulators of RGS4 binding to Galphao, primary screen, biochemical, multiplexed bead flow cytometry. Guanine nucleotide-binding protein G(o) subunit alpha (Homo sapiens), P09471. actives lie on both sides. binding response (% of control), % at 10 µM. actives 0.33% (n = 220,000). AID 1415, 2008; in the data active = binding response below about 49% or above about 150%; inactive = in between;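 also: fluorescent Galphao activated with aluminum fluoride binding bead-coupled RGS4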
Bim-Bcl-W = inhibitors of Bim binding to Bcl-W, primary screen, biochemical, multiplexed, bead-based flow cytometry. Bim peptide-Bcl-W binding. actives 0.02% (n = 190,000). Bcl-2-like protein 2 (Homo sapiens), Q92843. inhibition, % at 10 µM;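 also: 0% = bound tracer without compound and 100% = peptide blocker; higher means less fluorescent Bim peptide bound to Bcl-W beads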
Target sequence (Q92843 whole entry, looked up): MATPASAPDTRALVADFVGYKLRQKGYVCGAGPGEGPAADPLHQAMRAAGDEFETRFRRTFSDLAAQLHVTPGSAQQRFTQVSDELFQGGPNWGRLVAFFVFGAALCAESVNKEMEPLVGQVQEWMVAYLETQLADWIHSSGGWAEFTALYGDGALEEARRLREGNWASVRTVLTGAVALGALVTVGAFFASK
Bcl-B Bim block = inhibitors of Bim-Bcl-B binding, primary screen, biochemical, multiplexed, human Bcl-2 family; actives 0.073% (n = 190,000); Bcl-2-like protein 10 (Homo sapiens), Q9HD36; bead-based flow cytometry, Bim peptide-Bcl-B binding; inhibition, % at 10 µM;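 also: 0% = tracer peptide without compound and 100% = reference inhibitor peptide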
Target sequence (Q9HD36 whole entry, looked up): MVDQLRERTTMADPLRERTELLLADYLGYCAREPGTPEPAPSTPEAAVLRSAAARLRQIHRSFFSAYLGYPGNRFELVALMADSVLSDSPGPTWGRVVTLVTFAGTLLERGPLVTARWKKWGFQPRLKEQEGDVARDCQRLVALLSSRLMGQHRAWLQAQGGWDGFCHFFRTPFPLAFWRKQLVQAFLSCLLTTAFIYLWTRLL
Starred values were filed as active, the others as inactive; ? = inconclusive. Rule as the data show it, unless noted: active = inhibition above about 40%.

Every second line gives: Bim-Bcl-W | Bim-Bfl-1 | Bcl-B Bim block | RGS4-Gao reg | Bcl-2 Bim block | ABCG2 block | RGS7-Gao reg | RGS8-Gao | ABCB1 block | Bim-Bcl-XL | Bim-Mcl-1
#1 Cc1ccc2nsnc2c1NC(=O)COc1ccccc1
 : -3 | -5 | -5 | 103 | -3 | 4 | 110 | 105 | -0.2 | -2 | 1
#2 CCOc1ccccc1Nc1ccc(C(=O)O)cc1NC(C)=O
 : 0 | -11 | -5 | 97 | -9 | 6 | 100 | 101 | 1.5 | -16 | -1
#3 CC1(C)Oc2ccc(C(=O)NC3CCCC3)cc2N(CC(=O)N2CCOCC2)C1=O
 : -1 | -4 | 0 | 100 | 1 | 0 | 94 | 102 | -0.2 | -1 | 0
#4 COc1ccc(N=Cc2c[nH][nH]c2=O)cc1
 : 0 | 0 | 1 | 99 | 4 | 0 | 96 | 101 | 0.5 | 1 | 1
#5 COCCNC(=S)N1C2CCC1CC(NC(=O)NC13CC4CC(CC(C4)C1)C3)C2 (stereo not drawn)
 : -2 | -7 | -2 | 95 | -4 | 2 | 96 | 100 | 0.7 | -5 | -2
#6 CN1CCN(c2nc(-c3ccccn3)nc3ccccc23)CC1
 : -6 | -3 | -2 | 100 | -1 | 0 | 100 | 102 | 0.0 | -3 | -7
#7 COc1ccc(N2CCN(C(=O)c3ccc(N(C)S(=O)(=O)c4ccc(C)cc4)cc3)CC2)cc1
 : -1 | 2 | 0 | 97 | -4 | -1 | 101 | 99 | 0.1 | -2 | -6
#8 COc1ccccc1OCCCCN1CCN(c2ccccc2OC)CC1
 : -3 | -3 | -3 | 104 | -1 | 2 | 104 | 102 | 1.6 | -2 | -3
#9 Brc1ccc(-c2cn3cccnc3n2)cc1
 : 18 | 11 | 11 | 101 | 7 | 13 | 99 | 102 | 0.3 | 15 | 3
#10 O=C(CN1CCOCC1)NCCC12CC3CC(CC(C3)C1)C2
 : -2 | -2 | 0 | 100 | 0 | 1 | 96 | 101 | 0.3 | -3 | 0
#11 Cc1ccc2nc(Cl)c(/C=N/NC(=O)c3ccccc3O)cc2c1
 : -5 | -9 | -7 | 97 | 0 | -2 | 96 | 84 | -0.8 | -7 | 0
#12 C=CCn1c(N)c(C(=O)Nc2ccccc2OC)sc1=S
 : -5 | -8 | -7 | 98 | -10 | 0 | 97 | 97 | 0.0 | -6 | -2
#13 CC1CCN(C(=O)COC(=O)c2cc3ccccc3cc2O)CC1
 : 1 | -6 | -6 | 96 | -5 | 4 | 93 | 100 | 0.9 | 0 | 0
#14 CC(C)(C)c1ccc(C(=O)CCCSC2=C(C#N)C(c3ccco3)C3=C(CCCC3=O)N2)cc1 (stereo not drawn)
 : -1 | -5 | -4 | 99 | -1 | 28 | 97 | 100 | 31 | -5 | -4
#15 N#CC(=C1CCCC1)c1nc(-c2ccc(Cl)cc2)cs1
 : 0 | 0 | 0 | 100 | 1 | 0 | 97 | 103 | 0.1 | 0 | -1
#16 CC(=O)[C@H]1[C@H](c2cccc(Cl)c2)C(C#N)(C#N)[C@@H]2c3ccccc3C=CN21
 : -15 | 2 | -10 | 101 | -4 | -3 | 98 | 99 | -0.5 | -10 | -26
#17 CS(=O)(=O)Nc1ccc(C(=O)N2CCCC2)cc1
 : -4 | -1 | -2 | 106 | -1 | 0 | 107 | 104 | 0.2 | -4 | -1
#18 COc1ccc(CC(=O)N2CCCC(CNC(=O)c3ccccc3Cl)C2)cc1 (stereo not drawn)
 : -1 | -4 | -3 | 97 | -2 | 1 | 89 | 104 | -0.4 | -1 | -3
#19 N#CC1=C(N)n2c(s/c(=C\c3ccco3)c2=O)=C(C#N)C1c1ccco1 (stereo not drawn)
 : 0 | -10 | -7 | 89 | 0 | 1 | 96 | 96 | -0.1 | -6 | 0
#20 COc1cccc(/C=C2\SC(=S)N(C(Cc3ccccc3)C(=O)O)C2=O)c1 (stereo not drawn)
 : -1 | -7 | -5 | 98 | -2 | 2 | 99 | 100 | 0.6 | -1 | -2

Whole records from above. Screens in order: Bim-Bcl-W, Bim-Bfl-1, Bcl-B Bim block, RGS4-Gao reg, Bcl-2 Bim block, ABCG2 block, RGS7-Gao reg, RGS8-Gao, ABCB1 block, Bim-Bcl-XL, Bim-Mcl-1
Shown for COc1ccc(N=Cc2c[nH][nH]c2=O)cc1 = 0, 0, 1, 99, 4, 0, 96, 101, 0.5, 1, 1
Shown for N#CC(=C1CCCC1)c1nc(-c2ccc(Cl)cc2)cs1 = 0, 0, 0, 100, 1, 0, 97, 103, 0.1, 0, -1

More entries
Every second line gives: Bim-Bcl-W | Bim-Bfl-1 | Bcl-B Bim block | RGS4-Gao reg | Bcl-2 Bim block | ABCG2 block | RGS7-Gao reg | RGS8-Gao | ABCB1 block | Bim-Bcl-XL | Bim-Mcl-1
#21 CCc1ccc(NS(=O)(=O)c2ccc3[nH]c(=O)[nH]c3c2)cc1
 : 0 | 2 | -1 | 102 | 1 | -1 | 114 | 103 | -0.2 | 0 | 0
#22 CCCCOc1ccccc1C1C(C(=O)OC)=CN(CC)C=C1C(=O)OC
 : -1 | 0 | -2 | 97 | 0 | 3 | 102 | 100 | 2.6 | 0 | -2
#23 O=C(CCC(=O)Nc1ccccc1)NNC(=O)C(c1ccccc1)c1ccccc1
 : -3 | -7 | -3 | 101 | 0 | 1 | 102 | 107 | 0.0 | -5 | -23
#24 NC(=O)CN1CCN(S(=O)(=O)c2ccc(Br)cc2)CC1
 : -1 | -6 | -5 | 101 | -4 | 16 | 97 | 103 | 0.9 | -5 | 1
#25 Cc1ccc(S(=O)(=O)N2CCC(C(=O)NCCc3ccccc3)CC2)cc1
 : 4 | -13 | -10 | 99 | -9 | 4 | 100 | 98 | -0.7 | -10 | -7
#26 O=[N+]([O-])c1cc(Cl)c2cccnc2c1O
 : -3 | 0 | -8 | 98 | -3 | 8 | ? | 100 | 0.5 | -6 | 0
#27 CN1C(=O)Cn2c1nc1ccccc12
 : 0 | -13 | -8 | 101 | -9 | 2 | 96 | 100 | 0.2 | 2 | 0
#28 Cn1c(O)c(C(C#N)=C2N=c3ccccc3=N2)c2ccccc21
 : -3 | -3 | -3 | 103 | -2 | 7 | 100 | 100 | 1.1 | -3 | 0
#29 CNS(=O)(=O)c1cccc(C(=O)OCC(=O)Nc2ccc(OC)cc2[N+](=O)[O-])c1
 : -6 | -2 | -1 | 99 | 6 | 0 | 99 | 105 | -0.3 | -3 | -2
#30 Cc1ncc(CSc2nnnn2-c2ccccc2)c(N)n1
 : 0 | -13 | -7 | 94 | -9 | 9 | 95 | 95 | 0.6 | -4 | 0
#31 O=C1C(c2ccncc2)=C(O)c2ccccc21
 : 4 | -14 | 0 | 99 | -7 | 7 | 100 | 99 | 0.7 | -7 | 3
#32 COC(=O)C1=NN(C(=O)c2cccc(Br)c2)C(O)(c2ccc(Cl)cc2)C1 (stereo not drawn)
 : -4 | -6 | -8 | 94 | -4 | -1 | 93 | 98 | -0.4 | -5 | 0
#33 O=C(N/N=C/c1cccc([N+](=O)[O-])c1)c1ccccc1-n1cccc1
 : -1 | -4 | -10 | 100 | 0 | 27 | 102 | 98 | 1.9 | -1 | -1
#34 COC(=O)CNC(c1ccccc1)c1cc(Br)ccc1NC(C)=O (stereo not drawn)
 : -4 | -14 | -7 | 94 | -4 | 1 | 79 | 73 | 0.2 | -6 | -5
#35 COCCCNC(=O)CCc1nc(-c2ccccc2)no1
 : 1 | -5 | -5 | 107 | -4 | 1 | 108 | 103 | 0.2 | -2 | -2
#36 CCC(NC(=O)c1ccccc1NC(=O)c1ccccc1)C(=O)OC (stereo not drawn)
 : 0 | -7 | -3 | 95 | -3 | 47 | 90 | 100 | 1.6 | -2 | 0
#37 Cc1nn(C)cc1CN(C)C(=O)c1nn2c(c1Br)NC(c1cccs1)CC2C(F)(F)F (stereo not drawn)
 : 0 | 4 | 2 | 104 | 2 | -2 | 107 | 103 | -1.1 | -2 | 1
#38 Cc1c(NC(=O)c2cc(-n3cnnc3)ccc2Cl)cccc1-c1nc2ccccc2o1
 : -2 | -21 | -13 | 101 | -14 | 69 | 101 | 97 | 1.2 | -9 | -6
#39 COc1cc(C(=O)Nc2ccc(-c3nnc(-c4ccco4)o3)cc2)cc(OC)c1OC
 : 0 | -3 | 2 | 100 | -2 | 0 | 106 | 105 | 0.4 | 0 | 0
#40 Cn1c(=O)[nH]c(=O)c2c1nc(Br)n2CC(O)COc1ccccc1 (stereo not drawn)
 : 2 | -13 | -5 | 95 | -6 | 0 | 98 | 98 | 0.1 | -11 | 3
#41 C/C(=C\c1ccccc1)C(=O)c1c(C)cc(C)[nH]c1=O
 : -4 | -10 | -2 | 119 | -6 | -1 | 122 | 131 | -0.3 | -1 | -1
#42 C#CCOCCOCCOCCNc1nc(N2CCN(C(=O)[C@H]([C@@H](C)CC)n3cc([C@@H](N)CO)nn3)CC2)nc(N2CCN(C(=O)[C@H](CCCCN)n3cc([C@@H](N)C(C)CC)nn3)CC2)n1 (stereo partly drawn)
 : -10 | 0 | 1 | 96 | -1 | -1 | 98 | 100 | -0.2 | -3 | -5
#43 Cc1cc(NC(=O)CCC(=O)N(CC(=O)NC2CCCC2)Cc2ccccc2Cl)no1
 : 0 | -5 | -2 | 101 | -3 | 5 | 102 | 101 | 2.6 | -1 | 2
#44 CCCCc1cn([C@@H](CCCCNC(=O)OC(C)(C)C)C(=O)N2CCN(C(=O)OC(C)(C)C)CC2)nn1
 : 0 | -5 | -4 | 94 | -3 | 3 | 92 | 99 | 1.1 | -2 | 0
#45 O=C(NCC1COc2ccccc2O1)C1(c2ccccc2)CCCC1 (stereo not drawn)
 : -1 | -3 | -3 | 102 | 1 | 1 | 103 | 101 | 0.4 | -1 | 0
#46 CCN(Cc1ccccc1)C(=O)c1ccc(SC)cc1OC
 : -1 | -5 | -2 | 104 | -3 | 10 | 97 | 101 | 0.5 | 0 | 1
#47 Cc1ccccc1NC(=S)N(CCN1CCCCCC1)Cc1cccs1
 : -2 | -1 | -9 | 103 | -2 | 25 | ? | 101 | 1.8 | -3 | 17
#48 O=C(CCCN1C(=O)/C(=C/c2cccs2)SC1=S)NNC(=O)c1ccccc1O
 : -2 | -2 | 2 | 94 | 0 | -11 | 95 | 98 | -1.6 | -2 | -1
#49 O=C(NCN1C(=O)C2C3C=CC(C3)C2C1=O)Nc1ccccn1 (stereo not drawn)
 : 2 | -13 | -4 | 99 | -2 | 15 | 100 | 100 | 0.7 | -3 | 1
#50 [O-][n+]1c2ccc3nonc3c2nn1-c1ccccc1Cl
 : 1 | -9 | -5 | 103 | -4 | 4 | 102 | 102 | 1.1 | -5 | -1

Bioassay records as filed in PubChem BioAssay.
